High-throughput results: PubChem, The Scripps Research Institute Molecular Screening Center
PME-1 inh – blocks human protein phosphatase methylesterase 1; Q9Y570; recombinant PME-1, FP-Rh probe fluorescence polarization; inhibition, % at 5.9 µM; hit rate 0.53% among 320,000;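 active = inhibition above the campaign mean of all compounds plus 3 SD, cut at about 26% in these data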;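 note: competitive labeling of PME-1 active site by serine hydrolase directed probe; 0% = PME-1 with DMSO and 100% = wells lacking PME-1 enzyme; inhibitors block probe labeling so polarization falls and inhibition rises; many of its hits are not listed in these tables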
Target sequence (Q9Y570 whole entry, looked up): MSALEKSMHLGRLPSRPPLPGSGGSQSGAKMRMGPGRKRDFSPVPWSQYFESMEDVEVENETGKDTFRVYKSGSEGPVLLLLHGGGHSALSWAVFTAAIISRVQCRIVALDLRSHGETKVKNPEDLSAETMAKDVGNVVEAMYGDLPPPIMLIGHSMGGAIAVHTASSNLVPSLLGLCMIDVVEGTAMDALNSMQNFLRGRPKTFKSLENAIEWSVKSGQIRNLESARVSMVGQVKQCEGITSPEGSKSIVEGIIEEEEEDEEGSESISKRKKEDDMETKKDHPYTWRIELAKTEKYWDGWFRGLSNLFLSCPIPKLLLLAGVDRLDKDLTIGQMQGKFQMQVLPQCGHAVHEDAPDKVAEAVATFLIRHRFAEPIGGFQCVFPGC
PAFAH1B3 FP inh – blocks human PAF acetylhydrolase 1B catalytic subunit 3 | hit rate 0.28% among 340,000 | Q15102 | AID 492972 | inhibition, % at 3.39 µM | recombinant PAFAH1B3, FP-rhodamine probe, fluorescence polarization;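 active = inhibition above the screen-wide average of all tested compounds plus 3 SD, cut at about 25% in these data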;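 note: 0% = enzyme with DMSO only and 100% = wells lacking PAFAH1B3 protein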
Target sequence (Q15102 whole entry, looked up): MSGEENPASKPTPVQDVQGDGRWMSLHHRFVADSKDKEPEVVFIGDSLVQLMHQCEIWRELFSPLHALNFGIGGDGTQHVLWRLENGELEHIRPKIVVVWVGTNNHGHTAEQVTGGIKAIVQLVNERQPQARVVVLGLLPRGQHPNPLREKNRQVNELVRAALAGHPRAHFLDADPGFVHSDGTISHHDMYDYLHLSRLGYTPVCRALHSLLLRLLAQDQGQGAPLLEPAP
PAFAH2 inh – inhibitors of human PAFAH2. hit rate 0.99% among 340,000. recombinant PAFAH2, FP-rhodamine activity probe, fluorescence polarization. inhibition, % at 3.39 µM;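 active = inhibition above the mean over all tested compounds plus 3 SD, cut at about 30% in these data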;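 note: inhibitors block probe labeling of enzyme so polarization drops; 0% = enzyme with DMSO and 100% = wells lacking PAFAH2 protein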
PAD4 FP inh – PAD4 (human) enzyme inhibition | recombinant PAD4, RCA probe fluorescence polarization | Q9UM07 | hit rate 0.41% among 330,000 | inhibition, % at 6.36 µM;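 active = percent inhibition above a cutoff equal to the mean of all tested compounds plus 3 SD, cut at about 15% in these data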;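 note: 0% = PAD4 with RCA probe and DMSO and 100% = probe without PAD4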
GSTO1 counter – blocks human GSTO1 in RBBP9 counter-screen; recombinant GSTO1, activity-based probe fluorescence polarization; hit rate 1.1% among 300,000; P78417; inhibition, % at 5.96 µM;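 active = inhibition above the campaign mean inhibition plus 3 SD, cut at about 35% in these data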;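 note: 0% = GSTO1-1 with DMSO and 100% = wells lacking GSTO1-1 enzyme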
LYPLA2 counter – LYPLA2 (human) inhibition in PME1 counter-screen; hit rate 0.38% among 320,000; inhibition, % at 5.9 µM; recombinant LYPLA2, FP-Rh probe fluorescence polarization;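 active = inhibition above the screen-wide mean plus 3 SD, limit set per campaign, cut at about 26% in these data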;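 note: 0% = LYPLA2 with DMSO and 100% = wells lacking LYPLA2 enzyme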
Target sequence (O95372 whole entry, looked up): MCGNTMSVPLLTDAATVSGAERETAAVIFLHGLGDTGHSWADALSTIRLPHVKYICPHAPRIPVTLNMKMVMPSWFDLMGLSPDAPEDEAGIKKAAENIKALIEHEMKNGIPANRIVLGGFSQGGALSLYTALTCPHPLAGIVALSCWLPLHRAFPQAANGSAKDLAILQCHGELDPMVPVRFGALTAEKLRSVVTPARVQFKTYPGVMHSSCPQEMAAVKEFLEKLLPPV
pPAFAH FP inh – pPAFAH (human) enzyme inhibition | Q13093 | recombinant pPAFAH, FP-rhodamine probe fluorescence polarization | inhibition, % at 3.39 µM | hit rate 1.5% among 330,000;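 active = inhibition above the mean inhibition across the screen plus 3 SD, cut at about 25% in these data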;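 note: inhibitors block binding of the rhodamine activity-based probe so polarization drops; 0% = enzyme with DMSO and 100% = wells lacking pPAFAH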
LYPLA1 counter – LYPLA1 (human) inhibition in PME1 counter-screen; hit rate 0.16% among 320,000; O75608; inhibition, % at 5.9 µM; recombinant LYPLA1, FP-Rh probe fluorescence polarization;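 active = inhibition above the mean of all tested compounds plus 3 SD, set per campaign, cut at about 14% in these data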;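 note: inhibitors block serine hydrolase probe labeling of LYPLA1 so polarization falls; 0% = enzyme with DMSO and 100% = wells lacking LYPLA1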
Target sequence (O75608 whole entry, looked up): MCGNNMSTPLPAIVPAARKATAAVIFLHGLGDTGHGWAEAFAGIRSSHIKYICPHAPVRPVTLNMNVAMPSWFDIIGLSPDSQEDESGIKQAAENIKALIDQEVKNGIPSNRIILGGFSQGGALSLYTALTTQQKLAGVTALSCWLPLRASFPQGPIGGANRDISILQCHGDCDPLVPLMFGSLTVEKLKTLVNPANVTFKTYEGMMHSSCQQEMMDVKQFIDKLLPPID
PAFAH1B2 FP inh – inhibitors of human PAFAH1B2; P68402; recombinant PAFAH1B2, FP-rhodamine activity probe, fluorescence polarization; inhibition, % at 3.39 µM; hit rate 1.2% among 340,000;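 active = inhibition above the mean of all tested compounds plus 3 SD, cut at about 24% in these data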;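 note: 0% = enzyme with DMSO and 100% = wells lacking PAFAH1B2; many of its hits are not listed in these tables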
* hit, by the source's call; x = not tested or not shown.

SMILES	PME-1 inh	PAFAH1B3 FP inh	PAFAH2 inh	PAD4 FP inh	GSTO1 counter	LYPLA2 counter	pPAFAH FP inh	LYPLA1 counter	PAFAH1B2 FP inh
CSc1cccc(NC(=O)Nc2nc3c(C)cccc3s2)c1	2.5	-6.7	-24.8	-5.8	-28.1	-19.6	-13.5	-16.0	-2.2
O=c1c2ccccc2nnn1CCN1CCOCC1	-1.7	-0.8	-1.4	-0.7	2.0	3.1	1.2	-1.6	5.3
COCC(=O)NC1CCN(CC(=O)Nc2ccccc2[N+](=O)[O-])CC1	-3.8	-3.1	6.4	-7.8	4.3	-0.2	0.6	0.7	0.0
Cc1cccc(-c2c3c(=O)n(C)c(=O)n(C)c3cn2CCO)c1	2.9	10.6	4.0	-2.1	-2.9	3.8	5.4	-1.3	2.4
O=C(NCCC(=O)N1O[C@@H]2C=C[C@H]1C2)OCC1c2ccccc2-c2ccccc21	x	5.6	2.9	3.6	x	x	7.1	x	2.9
Clc1ccsc1-c1ccc2ccccc2n1	-1.3	-0.5	1.3	-7.8	0.5	-1.4	-2.3	-0.1	1.2
Cc1cc(C)cc(OCC(=O)OCC(=O)N(CC(C)C)c2c(N)n(Cc3ccccc3)c(=O)[nH]c2=O)c1	-4.4	5.4	-10.2	-0.3	12.4	5.0	2.8	-0.1	3.3
OCCCNC(=S)Nc1ccc(Oc2ccccc2)cc1	-7.1	0.7	-6.1	-0.1	4.5	9.5	-0.2	5.3	-2.2
CC(Sc1n[nH]c(N)n1)C(=O)Nc1ccccc1-c1ccccc1 (stereo not given)	0.2	4.3	2.8	0.1	5.9	-0.1	-1.1	2.9	5.6
Cc1ccc(C(=O)N/C(=C\c2ccco2)C(=O)NC2CCS(=O)(=O)C2)cc1 (stereo not given)	-3.8	3.0	1.4	0.0	11.9	-1.3	-1.4	0.1	4.1
Cc1ccccc1-c1cc2nc(C)c(Cl)c(=O)n2[nH]1	-6.3	13.8	3.9	-6.0	-6.1	-0.1	2.0	1.4	4.3
Cc1ccc(S(=O)(=O)O/N=C2/CCCc3occc32)cc1	3.5	4.5	-0.2	1.1	9.7	3.2	-5.1	-0.9	1.7
O=c1[nH]c2cccnc2n1Cc1ccco1	-0.2	-2.6	-0.5	-0.1	1.6	-2.3	6.8	-2.1	-3.3
CCOC(=O)c1ccc(NC(=O)C(=O)NCc2ccc(/C=C(/C#N)C(=O)NCCOC)o2)cc1	-0.6	4.2	-2.0	3.8	1.3	8.5	4.0	3.1	-0.6
CCC(C)N(C(=O)COC(=O)c1ccccc1SCC(=O)N1CCCC1)C1CCS(=O)(=O)C1 (stereo not given)	-0.5	-2.3	-0.5	-5.5	1.4	2.7	1.8	1.3	2.4
CCOC(=O)c1ccc(NC(=O)CCc2nc(-c3ccccc3Cl)no2)cc1	-6.2	5.3	-5.8	-3.1	-2.3	-7.6	-6.0	-10.1	-1.6
O=C(COc1ccc(Br)cc1F)NC1CCN(Cc2ccccc2)CC1	-5.7	1.7	3.1	-4.6	3.2	13.4	3.1	-3.2	2.5
CCn1c(SCC(=O)Nc2nnc(C)s2)nnc1C(C)NC(=O)c1ccccc1 (stereo not given)	3.5	-2.6	-1.8	-1.7	2.8	-1.1	-2.2	0.8	5.5
CN(C)S(=O)(=O)Oc1cccc(C(=O)Nc2ccc(Cl)c(Cl)c2)c1	-64.6	-26.4	-42.8	-3.6	-35.4	-76.1	-13.3	-35.5	-19.2
CN(C)CCSc1nnc2[nH]c3ccccc3c2n1	-8.3	-0.6	13.5	3.8	2.3	0.1	3.5	-2.3	4.1
COCC(=O)Nc1nnc(CCc2ccccc2)s1	-2.1	-0.2	-2.1	3.4	3.7	3.4	6.3	2.3	4.7
O=C(O)c1c2c(nc3ccccc13)/C(=C/c1ccccc1[N+](=O)[O-])CCC2	1.0	4.9	5.0	-5.3	-6.5	1.6	2.8	0.9	1.7
N#CC1=C(N)C2=C(N3CCCCC3)CCCC2C1(C#N)C#N (stereo not given)	-2.2	46.1*	39.6*	-4.2	-25.3	-1.5	38.0*	-0.8	25.9*
CCOc1ncccc1C(=O)NCCCSc1ccccc1	2.9	1.1	-0.6	1.4	-3.1	3.0	4.2	2.1	2.8
Cc1ccccc1Nc1c(-c2ccccc2)nc2ncccn12	1.1	-0.8	1.9	-1.2	4.0	-5.5	4.8	0.9	5.7
COc1ccc(Cn2c(-c3ccco3)nc3c(c(=O)c4ccccc4n3C)c2=O)cc1	-8.8	6.1	11.7	1.1	6.8	2.2	7.1	0.1	1.5
COc1ccc(CCn2c(N)c(S(=O)(=O)c3cccs3)c3nc4ccccc4nc32)cc1OC	3.8	-0.8	1.1	-6.7	0.4	0.5	5.6	-2.7	0.6
O=C1N(CCCCN2C(=O)C3(OCCO3)c3ccccc32)c2ccccc2C12OCCO2	1.8	6.2	-1.2	-6.2	7.2	-2.3	-8.2	-0.6	0.5
CC(C)(C)c1cc(C(=O)N2CCN(c3ncccn3)CC2)ccn1	4.6	1.4	-4.3	0.8	9.5	3.6	0.0	-3.5	3.1
CCN1C(=O)/C(=C2/SC(C)=C(C)N2CC)SC1=S	0.2	-1.0	0.9	-6.0	2.3	3.7	5.4	-1.4	5.3
COCCCN(C(C)=O)c1nc(-c2ccccc2)cs1	-0.1	-0.1	-2.9	-0.9	-0.8	-8.6	-6.0	-4.7	-2.5
CC(=O)/C(N=Nc1ccc2c(c1)OCO2)=C(\C)O	-2.4	2.0	0.4	1.3	1.4	6.0	0.7	0.2	-1.3
CC(C)(C)C(=O)[C@H]1[C@H](c2ccccc2)[C@@]2(N=C(c3ccccc3)OC2=O)C2c3ccccc3C=NN21 (stereo not given in full)	8.1	6.3	2.7	1.4	-0.1	1.9	4.5	0.1	6.2
Cc1cccc2c1OCC/C2=N\NC(=O)COc1ccccc1	2.6	6.5	1.2	1.3	3.3	-1.7	10.6	-4.8	3.5
O=C(NN1CCOCC1)c1ccc(F)cc1	0.7	-0.1	-4.0	-4.8	9.7	-0.2	-1.0	-6.9	9.8
CCOc1ccc(NC(=O)CN(C)c2ccc(S(=O)(=O)N(C(C)C)C(C)C)cn2)cc1OCC	1.3	0.3	4.3	5.5	6.6	4.2	3.5	2.9	3.3
Cc1nnc(SCC(=O)NCc2ccc(F)cc2)[nH]c1=O	-2.3	2.6	1.9	-1.4	5.4	-3.8	-3.1	-3.0	6.7
Oc1ccc(/C=C/c2ccc3cccc(O)c3n2)cc1Br	31.0*	24.2	6.5	-5.0	5.1	-4.3	17.6	-4.0	8.2
O=C(Nc1ccc([N+](=O)[O-])cc1)N1CCN(C(=O)C2CCCO2)CC1 (stereo not given)	-6.5	-8.3	6.0	1.2	1.1	2.1	-0.6	-3.0	-3.8
O=C(Nc1ccc(N2CCN(c3ccc(O)cc3)CC2)cc1)Oc1ccccc1	-0.1	0.1	3.6	-0.3	33.9	1.5	7.5	-7.5	-1.8
CC1CCCCC12NC(=O)N(CC(=O)Nc1sccc1C(N)=O)C2=O (stereo not given)	-3.6	12.2	-1.6	0.1	x	0.6	1.5	-3.2	-0.3
O=C(O)CCC(=O)NNC(=O)c1cccs1	-5.0	0.2	10.8	-3.2	-2.7	0.1	-6.2	-1.7	0.3
CCOc1ccc2nc(SCC(=O)N(C)C)[nH]c2c1	-2.7	1.5	-5.8	-1.8	9.4	8.2	1.4	-2.2	0.8
CS(=O)(=O)N1CCC(c2noc(-c3ccc(C(F)(F)F)cc3)n2)CC1	-2.4	12.8	2.8	1.9	-4.3	6.8	8.0	4.1	2.8
O=S(=O)(c1ccc(Oc2ccc(-c3nnco3)cc2)nc1)N1CCC(Cc2ccccc2)CC1	-6.0	7.4	-4.8	-3.0	-2.5	1.6	4.9	2.4	1.6
CCCS(=O)(=O)N1CCC(C(=O)NCCCN2CCCC2=O)CC1	-3.5	3.2	0.2	-5.4	-2.8	12.3	0.9	7.3	-0.4
CCc1ccc(OCC(=O)NNC(=O)Cc2ccc(S(=O)(=O)N3CCOCC3)s2)cc1	4.3	7.9	4.6	-1.2	-4.4	-4.5	13.2	-2.1	3.8
O=C1C=CN(Cc2ccccc2)C(c2ccccc2)C1 (stereo not given)	x	2.4	1.4	0.7	x	x	5.2	x	7.5
O=C(CCCOc1ccc(Cl)cc1Cl)N1CCN(c2ccccn2)CC1	3.5	-2.1	11.1	-5.9	2.9	3.8	2.5	1.6	5.3
Cn1c2[n+](c3ccc(Cl)cc3c1=O)Cc1ccccc1-2	1.2	9.4	8.1	2.5	0.9	-3.1	0.8	-1.8	6.3

Grouped by structure, the compounds so far with a cyano group (2)
SMILES	PME-1 inh	PAFAH1B3 FP inh	PAFAH2 inh	PAD4 FP inh	GSTO1 counter	LYPLA2 counter	pPAFAH FP inh	LYPLA1 counter	PAFAH1B2 FP inh
CCOC(=O)c1ccc(NC(=O)C(=O)NCc2ccc(/C=C(/C#N)C(=O)NCCOC)o2)cc1	-0.6	4.2	-2.0	3.8	1.3	8.5	4.0	3.1	-0.6
N#CC1=C(N)C2=C(N3CCCCC3)CCCC2C1(C#N)C#N (stereo not given)	-2.2	46.1*	39.6*	-4.2	-25.3	-1.5	38.0*	-0.8	25.9*

(next part)
SMILES	PME-1 inh	PAFAH1B3 FP inh	PAFAH2 inh	PAD4 FP inh	GSTO1 counter	LYPLA2 counter	pPAFAH FP inh	LYPLA1 counter	PAFAH1B2 FP inh
CCn1cc(C(=O)N2CCN(c3ccc(OC)cc3)CC2)c2cc(OC)c(OC)cc2c1=O	-6.2	14.6	-2.3	1.2	-1.7	0.6	3.9	-3.6	6.8
C/C(=N/Oc1nc(C)cc(C)n1)c1ccc(F)cc1	6.7	9.6	9.0	1.0	4.2	6.0	-0.7	0.6	8.2
CCN1CCN(c2ccc(Cl)cc2NC(=O)c2ccc(-n3nc(C)cc3C)cc2)CC1	-2.5	0.2	3.3	-1.2	x	-2.3	2.6	-5.5	0.7
O=C(NCCO)/C(=C\c1cccs1)NC(=O)c1cccs1	-9.1	2.8	1.4	3.8	1.0	4.8	-7.2	-2.8	0.0
CC(=O)Oc1ccc(N2C(=O)[C@@H]3[C@H](C2=O)[C@H]2c4ccccc4C=NN2[C@@H]3C(C)=O)cc1	1.0	2.8	2.3	4.2	7.2	-8.8	1.7	-1.9	1.3
COc1ccc(S(=O)(=O)NC2CCCCCC2)cc1C(N)=O	3.6	1.2	-2.0	-8.4	3.9	1.0	3.6	-2.8	6.4
COC(=O)Nc1sc2c(c1C(N)=O)CCC(C)C2 (stereo not given)	3.0	1.2	-6.3	-2.9	8.9	-1.7	-6.2	-1.6	0.6
Cc1ccc(NC(=O)c2cc(=O)c3ccccc3o2)cc1	-12.9	1.3	3.1	1.2	18.9	2.5	2.1	4.4	5.3
O=C(Cn1ccccc1=O)NCc1ccc(F)cc1	-0.1	-8.2	-1.4	-0.7	-0.9	-7.3	33.3*	-2.9	2.0
CCOC(=O)COC(=O)c1ccc(O)cc1	-2.9	-2.6	-0.3	-0.7	4.5	-1.1	4.8	0.6	-1.0
Nc1n[nH]c(-c2ccc(F)cc2)n1	4.4	-4.2	-8.3	-1.4	-5.5	-0.8	2.5	-0.3	-2.9
CCC(C)C(NC(=O)c1ccccc1NC(=O)c1ccco1)C(=O)NNC(=O)c1ccc(OC)cc1 (stereo not given)	-0.2	-4.7	-1.2	-4.2	3.2	2.1	1.3	0.4	0.4
C[C@H](CO)N1C[C@H](C)[C@@H](CN(C)S(C)(=O)=O)Oc2ccc(NC(=O)c3ccncc3)cc2C1=O	x	7.2	5.7	2.0	x	x	-0.4	x	2.2

Not all compounds are listed (hit frequency here may not be typical).
